Screens from PubChem BioAssay.
LDHA block = blocks human lactate dehydrogenase A | P00338 | purified LDHA, NADH/diaphorase-resazurin fluorescence; stronger effect = lower value | activity change, % (values are at about 110 or 230 µM) | 480,000 compounds, 0.15% hits | AID 1347041; in the data active = activity change below about -30%; inconclusive = mostly about -25% to -30%;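 also: plate controls were DMSO wells for no effect and wells without enzyme for full effect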
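LDH5 2 nM; NADH 0.06 mM, pyruvate 0.2 mM; 200 mM Tris pH 7.4, EDTA, Tween-20; 5 min RT. Detection: diaphorase 0.133 mg/mL + resazurin 37 µM, fluorescence ex540/em590 at 0 and 20 min; normalized to enzyme-free and DMSO wells.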
GRP78 ERSR act = ER stress response induction in glioma; Potency, µM, for inactives: at the highest dose activation, most hits filed as activators; U87-MG GRP78 promoter luciferase reporter, 16 h; 420,000 compounds, 0.02% hits; also: potency is read from the fitted curve at half-maximal effect; series mostly up to about 76 µM; % of control where 0% means no effect; nearly all actives have a fitted effect of over 35% in size
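ERSR induction read as luciferase luminescence (Bright-Glo, 10 min at room temperature) in stably transfected human U87-MG glioma cells exposed to compounds for 16 h, using GRP78 as sensor.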
Pol eta inh = DNA polymerase eta (human) inhibition. Q9Y253. recombinant Pol eta, fluorescent DNA replication assay. Potency, µM (highest dose often 114 µM), for inactives: at the top dose activity change, negative = inhibition, hits mostly inhibitors. 390,000 compounds, 1.2% hits. AID 588591; also: potency is read from the fitted curve at half-maximal effect; % is scaled to controls: 0 for no effect and ±100 for the full control effect
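Fluorescent replication assay: 50 nM final substrate added after a 15 min room-temperature compound preincubation with 10 nM enzyme. Signal taken at 0 min and again at 10 min.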
Pol kappa inh = blocks human DNA polymerase kappa activity; AID 588579; Potency, µM (highest dose often 107 µM), without a hit: at the highest dose activity, negative = inhibition, usual class: inhibitors; 400,000 compounds, 0.53% hits; purified Pol kappa, fluorescent DNA synthesis assay, 10 min; Q9UBT6; also: potency is read from the fitted curve at half-maximal effect; % is scaled to controls: 0 for no effect and ±100 for the full control effect
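Kinetic fluorescence screen: compound preincubated 15 min RT with 10 nM enzyme; 50 nM substrate (final) initiates; reads at 0/10 min.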
POLB inh = blocks human DNA polymerase beta activity | Pol beta primer extension/strand displacement, fluorescence kinetic | P06746 | 340,000 compounds, 1.3% hits | AID 485314 | Potency, µM (doses to about 114 µM), without a hit: top-dose activity change, negative = inhibition, usual class: inhibitors; also: potency is read from the fitted curve at half-maximal effect; % is scaled to controls: 0 for no effect and ±100 for the full control effect
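Values derive from four-parameter Hill fits of normalized kinetic data: reads at 0 and 10 min following addition of 50 nM substrate to 10 nM Pol beta preincubated 15 min with compound.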
BLM helicase inh = blocks DNA unwinding by human BLM helicase; P54132; recombinant BLM DNA unwinding, fluorescence dequenching; Potency, µM (doses to about 56.1 µM), for inactives: at the top dose activity change, negative = inhibition, most hits filed as inhibitors; 350,000 compounds, 0.2% hits;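 also: potency is read from the fitted curve at half-maximal effect; plate controls were vehicle for no effect and no enzyme for full effect; nearly all actives have a fitted effect of over 35% in size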
APEX1 inh = APE1 (human) endonuclease inhibition; P27695; recombinant APE1, TAMRA/BHQ-2 abasic DNA cleavage fluorescence; Potency, µM (titrated, usually from 65.8 µM), inactives show top-dose activity change, negative = inhibition, actives largely listed as inhibitors; 350,000 compounds, 0.35% hits; AID 2517;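 also: potency is read from the fitted curve at half-maximal effect; plate controls were vehicle for no effect and reference inhibitor for full effect; nearly all actives have a fitted effect of over 55% in size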
Target sequence (P27695 whole entry, looked up): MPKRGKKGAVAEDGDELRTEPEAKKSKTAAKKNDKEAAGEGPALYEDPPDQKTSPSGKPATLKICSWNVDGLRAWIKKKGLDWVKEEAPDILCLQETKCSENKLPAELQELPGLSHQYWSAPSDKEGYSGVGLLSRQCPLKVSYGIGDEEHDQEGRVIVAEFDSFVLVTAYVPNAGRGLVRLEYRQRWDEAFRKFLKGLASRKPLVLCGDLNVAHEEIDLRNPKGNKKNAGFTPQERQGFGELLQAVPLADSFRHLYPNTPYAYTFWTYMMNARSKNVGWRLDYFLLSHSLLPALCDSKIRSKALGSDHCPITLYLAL
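Substrate: short duplex with […] THF abasic site, 5'-TAMRA and 3'-BHQ-2, 50 nM final. APE1 at 0.75 nM, preincubated 15 min RT with compound. Fluorescence increase from first to third read measured activity.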
Apoferritin bind = binds horse apoferritin like a general anesthetic | Potency, µM (series often up to 77.5 µM), for the others: at the highest dose activity change, negative = displacement, most hits filed as inhibitors | 350,000 compounds, 0.074% hits | P02791 | apoferritin/1-aminoanthracene competitive binding, fluorescence; also: potency is read from the fitted curve at half-maximal effect; % is scaled to controls: 0 for no effect and ±100 for the full control effect; nearly all actives have a fitted effect of over 20% in size
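Horse-spleen apoferritin (10 uM) was mixed with 50% saturated 1-aminoanthracene in PBS, exposed to compounds for 10 min at room temperature, and read for fluorescence (ex 380 nm, em 535 nm). Competitive displacement was fitted with a four-parameter Hill equation.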
POLI inh = DNA polymerase iota (human) inhibition. Q9UNA4. Pol iota fluorescent replication assay, 10 min. Potency, µM (doses to about 115 µM), inactives show at the highest dose activity, negative = inhibition, hits mostly inhibitors. 390,000 compounds, 1% hits. AID 588590; also: potency is read from the fitted curve at half-maximal effect
Target sequence (Q9UNA4 whole entry, looked up): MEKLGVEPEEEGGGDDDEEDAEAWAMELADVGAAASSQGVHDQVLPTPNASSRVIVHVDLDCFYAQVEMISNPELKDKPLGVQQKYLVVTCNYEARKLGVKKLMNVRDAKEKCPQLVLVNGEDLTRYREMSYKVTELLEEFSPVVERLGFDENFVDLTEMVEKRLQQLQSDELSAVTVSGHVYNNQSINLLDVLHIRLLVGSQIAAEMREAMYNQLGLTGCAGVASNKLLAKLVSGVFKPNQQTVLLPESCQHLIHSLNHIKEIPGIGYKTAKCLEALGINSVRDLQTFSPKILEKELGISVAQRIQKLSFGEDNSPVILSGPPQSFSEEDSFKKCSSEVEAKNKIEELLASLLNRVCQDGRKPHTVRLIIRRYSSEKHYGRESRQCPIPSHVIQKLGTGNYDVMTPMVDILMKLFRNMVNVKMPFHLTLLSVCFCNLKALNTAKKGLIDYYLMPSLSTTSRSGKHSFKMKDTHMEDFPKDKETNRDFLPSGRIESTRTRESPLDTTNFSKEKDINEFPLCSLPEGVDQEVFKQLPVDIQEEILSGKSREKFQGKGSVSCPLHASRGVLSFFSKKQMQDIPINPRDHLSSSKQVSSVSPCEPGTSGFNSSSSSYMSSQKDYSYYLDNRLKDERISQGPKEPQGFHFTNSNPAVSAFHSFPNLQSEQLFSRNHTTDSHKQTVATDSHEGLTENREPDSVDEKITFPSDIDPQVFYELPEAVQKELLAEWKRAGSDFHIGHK
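Fluorescent replication assay read twice, at 0 min and 10 min after adding 50 nM (final) substrate. Enzyme (10 nM) and compounds were first incubated 15 min at room temperature; enzyme-free buffer wells were negative controls.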
* marks the source's active call; other numbers are inactive results; u = inconclusive; x = no result given; & = joins results of further samples; [ ] = remark or other dose. Unless noted, calls follow the shape of the dose curve; as a rule, active = well fitted curve in the direction sought with a large enough effect; inconclusive = small, poorly fitted or top-dose-only effect, or another doubt; inactive = no such curve, though single readings can be large; an effect the other way counts as inactive or inconclusive.

no. | Molecule | POLB inh | BLM helicase inh | POLI inh | APEX1 inh | LDHA block
1 | O=C(NCc1ccco1)Nc1cccc(-c2ccccc2)c1 | x | x | 18% | x | -3
2 | Cc1cccc(CSC2=NCCN2C(=O)c2ccco2)c1 | 16% | -2% | -15% | 0% | -3
3 | CCc1cc2cc(C(=O)N3CCN(Cc4ccccc4)CC3)sc2s1 | 1% | -11% | 1% | -2% | -2
4 | CCOc1ccc2c(c1)C(C)=CC(C)(C)N2S(=O)(=O)c1ccc(F)cc1 | 1% | -15% | -22% | 7% | 4
5 | CN1CCN(NC(=O)CN2C(=O)/C(=C/c3ccccc3Cl)SC2=S)CC1 | -4% | -2% | u | -4% | -5
6 | O=C1CCC/C1=C/Nc1ccc(Cl)cc1 | -9% | -10% | -13% | 12% | -10
7 | O=C(O)CCCCC(=O)O | x | -10% | x | 0% | -11
8 | C[C@@H]1CN(S(=O)(=O)C(C)(C)C)[C@H](CCO)/C1=C\c1ccccc1 | x | x | 32%[activator] | x | 1
9 | Cc1ccc(NCc2nnc(SCC#N)o2)c(C)c1 | 18% | 0% | 1% | -6% | -11
10 | COc1ccc(OC)c(NC(=O)CN2C(=O)NC3(CCCc4ccccc43)C2=O)c1 (configuration not stated) | x | x | -9% | 6% | 3

no. | GRP78 ERSR act | Pol kappa inh | Pol eta inh | Apoferritin bind
1 | -1% | 2% | -5% | x
2 | -3% | 3% | -5% | u
3 | 4% | -3% | -25% | -8%
4 | -5% | 10% | -16% | 82%[activator]
5 | -2% | -26% | -9% | -2%
6 | 8% | -2% | -6% | -14%
7 | -3% | -12%[60.1 µM] | x | x
8 | -1% | -1% | -17% | x
9 | -1% | -17% | -2% | -12%
10 | -3% | -15% | -9% | x

no. | Molecule | POLB inh | BLM helicase inh | POLI inh | APEX1 inh | LDHA block
11 | Cc1ccc(CSCC(=O)NCc2cccs2)cc1 | 3% | -2% | 160%[activator] | -1% | -8
12 | CCC(CC)C(=O)Nc1nnc(S(=O)(=O)N2CCCCCC2)s1 | 28%&-4% | 3%&-1% | 21%&-21% | -15% | -9&0
13 | Cc1ccc2nc(SCC(=O)NC3CCCc4ccccc43)[nH]c2c1 (configuration not stated) | -21% | 1% | 5% | -3% | -7
14 | COc1cccc(Nc2nc(CN3CCOCC3)nc3sc4c(c23)CCCC4)c1 | 35% | -10% | 6% | -2% | -5
15 | CC1(C(=O)OCC(=O)c2c[nH]c3ccccc23)CC1(Cl)Cl (configuration not stated) | 2% | -7% | -6% | -1% | -1
16 | COCC(C)n1c(C)cc(C(=O)COC(=O)c2c(C)nn(-c3ccccc3)c2C)c1C (configuration not stated) | 1% | -6% | -12% | -2% | 5
17 | CC(C)(C)NC(=O)C(c1ccccn1)N(C(=O)c1csnn1)C1CCCCC1 (configuration not stated) | -4% | -1% | 4% | -2% | -4
18 | COc1ccc2[nH]cc(CCNC(=O)Cc3ccc(F)cc3)c2c1 | -20% | -3% | -1% | 18% | -4
19 | CCCCNC(=O)Cn1cnc2c(cnn2-c2ccc(C)cc2)c1=O | 14% | -1% | 16% | -1% | 2
20 | Cn1ccc(-c2ccccc2)c(C#N)c1=O | 6% | -6% | 10% | 3% | 1

no. | GRP78 ERSR act | Pol kappa inh | Pol eta inh | Apoferritin bind
11 | -3% | -3% | -15% | -14%
12 | -3%&-5% | -1%&-7% | -16%&6% | u
13 | -3% | -3% | -11% | -22%
14 | -1% | -11% | -13% | -6%
15 | 0% | -5% | -13% | u
16 | -1% | 4% | -18% | -15%
17 | -2% | -8% | -8% | -6%
18 | -3% | -7% | -6% | -8%
19 | -2% | 3% | -17% | 0%
20 | -5% | 3% | -16% | -3%

no. | Molecule | POLB inh | BLM helicase inh | POLI inh | APEX1 inh | LDHA block
21 | CCc1nnc(NC(=O)C2CCCN2C(=O)Nc2ccccc2)s1 (configuration not stated) | 4% | -3% | 87%[activator] | 10% | -4
22 | C=CCNC(=O)c1sc(=S)n(-c2ccc(C(=O)OCC)cc2)c1N | 11% | -8% | -33% | 10% | -12
23 | O=c1[nH]c(N2CCOCC2)nc2c1CCCC2 | 13% | 0% | -1% | 0% | -2
24 | Cc1cc(S(=O)(=O)N2CCC(N3CCCCC3)CC2)ccc1-n1cnnn1 | 2% | -2% | 34%[activator] | 14% | -3
25 | CC1CCN(CC(=O)Nc2nc(-c3ccccc3)cs2)CC1 | -10% | 6% | 5% | 3% | -1
26 | Cc1ccc(S(=O)(=O)N2CCN(C(C)C(=O)Nc3ccccc3-c3ccccc3)CC2)cc1 (configuration not stated) | 31% | -9% | 1% | -4% | -8
27 | COc1ccc(-c2nc(C#N)c(NC(C)c3ccccc3)o2)cc1OC (configuration not stated) | 0% | -4% | 6% | 17% | 0
28 | COc1cccc(N2CC(NC(=O)C3CC3)CC2=O)c1 (configuration not stated) | 1% | 2% | 19% | x | -4
29 | Nn1cc(-c2ccccc2)nc1SCC(=O)N1CCN(S(=O)(=O)c2ccc3ccccc3c2)CC1 | -29% | -5% | u | 1% | -5
30 | O=C(c1cccnc1)N1CCN(Cc2ccc3c(c2)OCO3)CC1 | -1% | -4% | 1% | -1% | -15

no. | GRP78 ERSR act | Pol kappa inh | Pol eta inh | Apoferritin bind
21 | 0% | 3% | -22% | -4%
22 | 4% | -18% | -19% | -9%
23 | -4% | -6% | -15% | 3%
24 | -3% | -9% | -20% | -18%
25 | -1% | -8% | -14% | -13%
26 | 1% | -10% | u | 1%
27 | -1% | -6% | -29% | -20%
28 | 2% | -6%[60.1 µM] | -1% | 3%
29 | -1% | -4% | 3% | -8%
30 | -2% | 6% | -8% | -7%

no. | Molecule | POLB inh | BLM helicase inh | POLI inh | APEX1 inh | LDHA block
31 | COc1ccc(N2CCN(C(=O)C(C)n3c(=O)cc(C(F)(F)F)c4c(C)nn(C)c43)CC2)cc1 (configuration not stated) | 2% | -11% | 13% | x | 3
32 | Cc1ccc(S(=O)(=O)NC2(C(F)(F)F)NC(=O)N(C)C2=O)cc1 (configuration not stated) | 20% | 0% | 29% | 4% | -9
33 | O=C(O)Cn1cc(CN2CCOCC2)c2ccccc21 | 1% | -8% | 15% | 24% | 0
34 | CCCCN1C(=O)c2ccc(C(=O)N(C)CC(=O)Nc3ccc(OCC)c(OCC)c3)cc2C1=O | x | x | 53%[activator] | -2% | -2
35 | Cc1onc(-c2c(Cl)cccc2Cl)c1C(N)=S | 0% | -9% | 43%[activator] | 1% | 0
36 | Cc1ccc(C(=O)NCC(=O)Nc2cccc(C(F)(F)F)c2)cc1 | 3% | 1% | 16% | -2% | 0
37 | Cc1ccc(S(=O)(=O)NN2C(=O)c3ccccc3NC2c2cccc(O)c2)cc1 (configuration not stated) | -14% | -7% | 68%[activator] | 3% | -5
38 | O=C(CSc1ccccn1)c1ccc2c(c1)OCO2 | 1% | -1% | -3% | 3% | -2
39 | O=C(COc1ccc(Br)cc1)N(Cc1ccccc1)c1ccccn1 | 16% | -6% | 29% | 1% | -5
40 | Cc1ccc(S(=O)(=O)Nc2c(C)n(C)n(-c3ccccc3)c2=O)cc1C(=O)OC(C)C(=O)c1ccccc1 (configuration not stated) | x | x | 17% | x | -1

no. | GRP78 ERSR act | Pol kappa inh | Pol eta inh | Apoferritin bind
31 | -1% | -17% | -10% | u
32 | -5% | 0% | -11% | 35%[activator]
33 | 2% | -11% | -17% | -10%
34 | 1% | -3% | -22% | x
35 | -3% | 11% | -22% | -5%
36 | -1% | -1% | -14% | 7%
37 | -5% | -11% | -1% | 8%
38 | 3% | 9% | -9% | -6%
39 | -2% | -5% | -23% | 3%
40 | 0% | -2% | -11% | x

Overlap with the part before: 6 compounds; new compounds follow.
no. | Molecule | POLB inh | BLM helicase inh | POLI inh | APEX1 inh | LDHA block
35 | Cc1onc(-c2c(Cl)cccc2Cl)c1C(N)=S | 0% | -9% | 43%[activator] | 1% | 0
36 | Cc1ccc(C(=O)NCC(=O)Nc2cccc(C(F)(F)F)c2)cc1 | 3% | 1% | 16% | -2% | 0
37 | Cc1ccc(S(=O)(=O)NN2C(=O)c3ccccc3NC2c2cccc(O)c2)cc1 (configuration not stated) | -14% | -7% | 68%[activator] | 3% | -5
38 | O=C(CSc1ccccn1)c1ccc2c(c1)OCO2 | 1% | -1% | -3% | 3% | -2
39 | O=C(COc1ccc(Br)cc1)N(Cc1ccccc1)c1ccccn1 | 16% | -6% | 29% | 1% | -5
40 | Cc1ccc(S(=O)(=O)Nc2c(C)n(C)n(-c3ccccc3)c2=O)cc1C(=O)OC(C)C(=O)c1ccccc1 (configuration not stated) | x | x | 17% | x | -1
41 | O=C(O)CC/C(=N\Nc1ccc(S(=O)(=O)N2CCOCC2)cc1[N+](=O)[O-])c1cccs1 | 11% | -6% | 25% | -7% | -9
42 | CCCc1cc(=O)n2[nH]cnc2n1 | -8% | -7% | 2% | 13% | -5
43 | CC(=O)NCCNc1ncnc2ccc(-c3ccc(C(=O)N(C)C)cc3)cc12 | x | -4% | x | 1% | x
44 | COc1ccc(C(NC(=O)CN2CCCCCC2)c2ccc(OC)cc2)cc1 | 3% | -4% | 10% | 79%[activator] | -2
45 | COc1ccc(N2CCN(S(=O)(=O)c3ccc(-c4cc(C(F)(F)F)on4)s3)CC2)cc1 | 7% | 0% | -2% | x | -21
46 | CCCc1nn(C)c(C(=O)Nc2cccc(CC)c2)c1Cl | u | -6% | -3% | -3% | 0

no. | GRP78 ERSR act | Pol kappa inh | Pol eta inh | Apoferritin bind
35 | -3% | 11% | -22% | -5%
36 | -1% | -1% | -14% | 7%
37 | -5% | -11% | -1% | 8%
38 | 3% | 9% | -9% | -6%
39 | -2% | -5% | -23% | 3%
40 | 0% | -2% | -11% | x
41 | 1% | -16% | -8% | 1%
42 | -3% | -7% | 0% | 6%
43 | -3% | -9%[60.1 µM] | x | -16%
44 | 0% | 5% | -15% | -8%
45 | -4% | 28% | -7% | -2%
46 | 3% | -12% | -11% | -22%

Not all compounds are listed. The share of hits here may be higher or lower than overall.
